Source: PubChem BioAssay
WRN helicase inh – inhibitors of human WRN helicase. Q14191. WRN helicase unwinding, fluorescent forked duplex, kinetic. Potency, µM (series often up to 114 µM), for the others: at the top dose activity change, negative = inhibition, most hits filed as inhibitors. 0.46% of 360,000 active. AID 651768; note: potency is the fitted concentration of half-maximal effect; % is set by controls: 0 for no effect and ±100 for the full control effect; nearly all actives have a fitted effect of over 55% in size
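Fluorescence dequenching readout, ex 525 nm/em 598 nm, kinetic mode: forked duplex DNA (100 nM final) with adjacent fluorophore and quencher unwound by WRN (20 nM final) with 2 mM ATP. Compound preincubation 15 min, room temperature.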
IL-2 act – activates IL-2 in a cell-based reporter assay. 0.065% of 360,000 active. IL-2 activation reporter assay, cell-based qHTS; stimulated with anti-CD3/CD4/CD28 beads; in transgenic mouse T cells. activation, % (series mostly up to about 46 µM); in the data active = activation above about 50%; inconclusive = mostly about 30% to 49%; note: 0% is about no effect
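Unstimulated transgenic mouse T cells, 750 per well, received compound and, after 60 minutes, anti-CD3/anti-CD4 bead plus anti-CD28 stimulation. EGFP and DsRed were quantified after 18 hours.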
PI5P4K alpha inh – PI5P4K alpha (human) kinase inhibition | P48426 | PI5P4Kalpha enzyme, ADP-Glo luminescence, 60 min; hits give low values | max response, % | 1.2% of 330,000 active; active = max response of -50% or lower; inconclusive = between -30% and -50%; inactive = -30% or higher; note: value at the top dose of about 77 µM; % is set by controls: 0 for no effect and ±100 for the full control effect
Target sequence (P48426 whole entry, looked up): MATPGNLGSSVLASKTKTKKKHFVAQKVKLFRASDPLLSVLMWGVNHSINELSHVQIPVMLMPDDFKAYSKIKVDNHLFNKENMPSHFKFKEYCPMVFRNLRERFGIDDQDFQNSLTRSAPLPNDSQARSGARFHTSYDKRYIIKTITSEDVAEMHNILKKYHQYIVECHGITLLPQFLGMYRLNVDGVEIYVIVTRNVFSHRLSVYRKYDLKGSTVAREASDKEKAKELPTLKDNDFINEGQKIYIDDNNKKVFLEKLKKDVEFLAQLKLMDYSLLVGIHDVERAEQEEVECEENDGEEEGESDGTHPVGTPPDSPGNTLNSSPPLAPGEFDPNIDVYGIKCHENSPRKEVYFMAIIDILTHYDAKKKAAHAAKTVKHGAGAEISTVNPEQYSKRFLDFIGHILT
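Reactions run in 0.038 M HEPES pH 7.4, 0.28 mM EGTA, 0.1% CHAPS and 5% DMSO, with PI5P4Kalpha, substrate, compound and 5 microM ATP final, one hour at room temperature. Readout is ADP-Glo luminescence.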
HEK293 tox – cytotoxicity counter-screen for GLP-1 receptor inverse agonists; HEK293 cAMP-luciferase reporter cells, luminescence, 24 h; Potency, µM (doses to about 38.3 µM), for inactives: at the top dose activity change, negative = inhibition, usual class: inhibitors; 0.13% of 410,000 active;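 note: loss of luciferase light is scored as toxicity; potency is the fitted concentration of half-maximal effect; % is set by controls: 0 for no effect and ±100 for the full control effect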
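Compound-treated cells are incubated 24 hr at 37 deg C under 5% CO2 after a 12 hour attachment period, then luciferase detection reagent is added and luminescence is measured following 12 min at room temperature; lowered signal indicates toxicity.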
GLP1R inv ag – acts as inverse agonist at human GLP-1 receptor; AID 624417; HEK293 GLP-1R CRE-luciferase, luminescence, 24 h; GLP-1R form is constitutively active; Potency, µM (titrated, usually from 38.3 µM), for inactives: top-dose activity change, negative = inhibition, usual class: inhibitors; P43220; 1.6% of 410,000 active; note: potency is the fitted concentration of half-maximal effect; % is set by controls: 0 for no effect and ±100 for the full control effect; nearly all actives have a fitted effect of over 55% in size
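Luminescence readout: a drop in cAMP-driven luciferase signal flags inverse agonism at a constitutively active GLP-1R stably expressed in HEK293. Compound exposure lasted 24 hr at 37 deg C, 5% CO2.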
D3 antag – D3 dopamine receptor (human) antagonism; P35462; D3R cells, DiscoveRx beta-arrestin luminescence, antagonist mode; hits give low values; max response, negative = inhibition, %; 2.5% of 360,000 active; in the data active = max response below about -50%; inconclusive = no clear call, values can overlap the other calls; note: % is set by controls: 0 for no effect and ±100 for the full control effect; mostly tested at two doses, the higher about 12 µM
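Cells plated overnight at 1500 cells/well, then exposed to library compounds with dopamine controls for 90 minutes at 37 degrees C. DiscoveRx reagent added for 30–60 minutes at room temperature; luminescence read, quantitative HTS format.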
DRD3 agonist – activates the human D3 dopamine receptor; max activation, %; D3R DiscoveRx beta-arrestin cells, luminescence, 90 min; P35462; 0.58% of 410,000 active; in the data active = max activation above about 30%; note: 0% is about no effect; mostly tested at two doses, the higher about 12 µM
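Cells at 1500/well, incubated overnight, then treated with pinned compounds (dopamine as control) for 90 min at 37 degrees C. DiscoveRx reagent added for 30 - 60 minutes at room temperature; luminescence read.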
PLK1 PBD inh – PLK1 (human) polo-box domain binding inhibition; Potency, µM, for the others: max response, negative = inhibition, most hits filed as inhibitors; Plk1 PBD binding of FITC phosphopeptide, fluorescence polarization; 2.8% of 360,000 active; P53350; note: potency is the fitted concentration of half-maximal effect; series mostly up to about 57 µM; % is set by controls: 0 for no effect and ±100 for the full control effect; nearly all actives have a fitted effect of over 65% in size
Target sequence (P53350 whole entry, looked up, the tested form may be a part): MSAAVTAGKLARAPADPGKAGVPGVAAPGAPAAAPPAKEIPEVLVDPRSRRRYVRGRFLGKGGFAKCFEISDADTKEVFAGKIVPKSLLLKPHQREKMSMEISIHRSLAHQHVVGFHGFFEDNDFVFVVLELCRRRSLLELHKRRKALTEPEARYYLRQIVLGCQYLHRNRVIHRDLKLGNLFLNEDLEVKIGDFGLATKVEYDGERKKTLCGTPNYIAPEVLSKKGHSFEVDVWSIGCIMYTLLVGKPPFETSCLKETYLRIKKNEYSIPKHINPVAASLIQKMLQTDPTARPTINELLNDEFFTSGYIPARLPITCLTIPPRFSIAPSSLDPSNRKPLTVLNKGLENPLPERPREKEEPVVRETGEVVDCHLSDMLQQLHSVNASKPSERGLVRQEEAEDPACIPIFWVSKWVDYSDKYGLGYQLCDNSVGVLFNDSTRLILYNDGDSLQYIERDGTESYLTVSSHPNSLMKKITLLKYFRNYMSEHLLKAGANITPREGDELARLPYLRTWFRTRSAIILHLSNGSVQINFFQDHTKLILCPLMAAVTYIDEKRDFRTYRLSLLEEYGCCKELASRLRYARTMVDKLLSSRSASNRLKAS
GLP-1R agonist – activates the human GLP-1 receptor. P43220. HEK293 GLP-1R CRE-luciferase, luminescence, 4-6 h; cells express a hypersensitive GLP-1R form. Potency, µM (titrated, usually from 45.6 µM), for the others: top-dose activation, actives largely listed as activators. 0.007% of 380,000 active. AID 624172; note: potency is the fitted concentration of half-maximal effect; % of control where 0% means no effect
* marks the source's active call; other numbers are inactive results; ? = inconclusive; · = not tested or not shown; [ ] = dose if it differs, or a comment. Unless noted, calls come from the whole dose curve; as a rule, active = well fitted curve in the direction sought with a large enough effect; inconclusive = small, poorly fitted or top-dose-only effect, or another doubt; inactive = no such curve, though single readings can be large; an effect the other way counts as inactive or inconclusive. The order is random; 7.8% or so of the library scored in one or more.

Results follow in this order: DRD3 agonist	IL-2 act	HEK293 tox	PI5P4K alpha inh	D3 antag	GLP1R inv ag	PLK1 PBD inh	GLP-1R agonist	WRN helicase inh
C=C[C@H]1[C@H](O[C@@H]2O[C@H](CO)[C@@H](O)[C@H](O)[C@H]2O)OC=C2C(=O)OCC[C@]21O
 : 26	0.0	4%	-6	?	19%	-1%	-5%	4%
CN(CC(N)=O)S(=O)(=O)c1ccc(F)cc1
 : 18	2.4	-1%	·	15	5%	0%	-11%	2%
CC1CCCN(Cc2csc(N)n2)C1 (stereo unspecified)
 : -16	-4.4	-12%	3	?	-18%	-7%	10%	-3%[57.1 µM]
CC1CCc2c(sc(NC(=O)c3ccc(Cn4cc(Br)cn4)o3)c2C(N)=O)C1 (stereo unspecified)
 : -8	-1.0	1%	·	-4	4%	-15%	-1%	-10%
COc1ccc(S(=O)(=O)N(C)C)cc1NCC(=O)Nc1ccc(F)cc1F
 : 9	-0.9	5%	3	12	3%	?	3%	-2%
Cc1cccc(C)c1NC(=S)N/N=C/c1ccc(OCCC(C)C)cc1
 : -1	-0.1	11%	7	0	14%	-5%	-2%	-14%
CCCCNC(=O)c1onc(CSc2cccc3ccccc23)c1C(=O)O
 : 7	0.7	5%	?	-12	?	-25%	-7%	-1%
Cc1cc(C(=O)COC(=O)c2ccc3c(c2)NC(=O)CS3)c(C)n1CCc1ccc(Cl)cc1
 : 14	1.0	-6%	-18	-1	-6%	-15%	13%	9%
CC(NC(=O)c1cc2ccccc2o1)c1cccs1 (stereo unspecified)
 : 6	-0.8	2%	·	15	-1%	-1%	1%	-12%
CCC(CC)C(=O)OCC(=O)Nc1cc(OC)c([N+](=O)[O-])cc1C
 : 3	-2.2	-16%	7	1	-21%	3%	3%	3%
Cc1cccc(CC(=O)NCCN2CCOCC2)c1
 : 4	-0.2	1%	0	-4	-13%	4%	5%	0%
CCOC(=O)c1c(C)nc2c(c1C)/C(=N/O)CC(C)(C)C2
 : 1	-1.7	-23%	·	17	11%	-7%	1%	0%
Cc1ccc(C(C(=O)NC2CCCC2)N(Cc2ccc(F)cc2)C(=O)c2csnn2)o1 (stereo unspecified)
 : -1	-2.0	-4%	0	-7	?	-4%	2%	0%
O=C(NCc1nc2ccccc2[nH]1)c1ccco1
 : 7	0.9	8%	0	15	19%	1%	-15%	1%
COc1ccccc1NC(=O)CSc1ccc2nnc(CCNC(=O)c3ccccc3)n2n1
 : 1	-0.7	-8%	0	9	-7%	-6%	9%	-6%

Some entries already given, showing only HEK293 tox, PLK1 PBD inh and GLP-1R agonist:
| mol | HEK293 tox | PLK1 PBD inh | GLP-1R agonist |
| --- | --- | --- | --- |
| CN(CC(N)=O)S(=O)(=O)c1ccc(F)cc1 | -1% | 0% | -11% |
| CC1CCCN(Cc2csc(N)n2)C1 (stereo unspecified) | -12% | -7% | 10% |

Next section.
Results follow in this order: DRD3 agonist	IL-2 act	HEK293 tox	PI5P4K alpha inh	D3 antag	GLP1R inv ag	PLK1 PBD inh	GLP-1R agonist	WRN helicase inh
Cn1c(=O)c(=O)n(C)c2cc(N3CCCC3)c(NS(=O)(=O)c3ccc(Cl)cc3)cc21
 : 8	-0.3	-28%	0	15	49%[activator]	-8%	8%	-7%
CCN(C(=O)COC(=O)Cc1c[nH]c2ccccc12)C1CCS(=O)(=O)C1 (stereo unspecified)
 : -4	-3.1	10%	7	20	19%	6%	3%	7%
COC(=O)c1ccc(C(C(=O)NCc2ccccc2)N(Cc2ccco2)C(=O)c2cnccn2)cc1 (stereo unspecified)
 : 4	-2.4	9%	·	15	-4%	2%	-1%	-18%
Cc1cccc(CSCCNC(=O)c2ccc(N(C)S(=O)(=O)c3ccccc3)cc2)c1
 : -6	-0.7	-21%	10	1	?	-4%	3%	-6%
O=c1c(C/C=C/c2ccccc2)c(O)nc2n1CCCS2
 : -4	-2.8	0%	-24	-14	9%	-18%	3%	-14%
CCN(Cc1ccccc1)S(=O)(=O)c1cc(C(=O)NCC2CCCCC2)ccc1OC
 : 5	-3.4	-11%	5	-15	?	-13%	9%	-1%
COC(=O)C1=CN(Cc2ccc(OC)c(OC)c2)C=C(C(=O)OC)C1c1cccc(O)c1
 : -3	-0.5	47%[activator]	-3	20	92%[activator]	-13%	?	-3%
O=S(=O)(Nc1ccc(N2CCOCC2)cc1)c1ccc(F)cc1
 : 2	-2.4	20%	1	1	0%	2%	7%	-19%
O=C(Nc1ccccc1)OCCNC(=O)c1cccc(Br)c1
 : 5	-0.4	6%	0	-20	?	-5%	9%	-2%
Cn1c(=O)c2c(nc(SCC(=O)Nc3ccccc3F)n2Cc2ccc(Cl)cc2)n(C)c1=O
 : 0	·	5%	·	·	8%	·	1%	·
Cc1ccc(Cl)cc1NC(=O)Cn1c(=O)n(CCCS(=O)(=O)C2CCCCC2)c(=O)c2ccccc21
 : -10	·	-15%	·	·	0%	·	1%	·
NS(=O)(=O)c1cccc(NC(=O)c2cccc3c(Br)cccc23)c1
 : -2	0.8	3%	-2	4	7%	0%	7%	-1%
COc1ccc(C(=O)N2CCC(=O)N(C(CO)Cc3ccccc3)CC2)cc1 (stereo unspecified)
 : -2	-4.5	11%	6	0	24%	-6%	-5%	-13%
COc1cc(CNC(=O)c2cc(-c3cc(C)cc(F)c3)n[nH]2)cc(OC)c1
 : -6	0.4	-11%	-6	0	-22%	4%	1%	1%
COc1cc2c(cc1OC)C(C(=O)NC(C)c1ccccc1)CC(=O)N2 (stereo unspecified)
 : 0	-1.8	-3%	1	5	-1%	3%	-3%	4%
CC1CC(C)CN(CCC(=O)Nc2ccc(Br)cc2)C1 (stereo unspecified)
 : -14	0.6	22%	-2	-21	?	1%	-1%	10%
O=C(Cc1ccccc1)NC1(O)C(=O)c2ccccc2C1=O
 : -5	-3.1	5%	-5	-13	2%	-15%	1%	-2%[11.6 µM]
O=[N+]([O-])c1cccc(CN2CCN(c3cccc4[nH]ccc34)CC2)c1
 : -6	-3.7	-6%	7	-97*	?	-14%	-7%	4%
O=S1(=O)N=C(c2ccccc2)c2ccccc21
 : 4	0.3	-1%	2	-5	1%	-11%	10%	4%
Fc1cccc(CCN2CCNC[C@@H]2CC2CCCCC2)c1
 : 0	-0.5	22%	2	0	-28%	1%	8%	-1%
CSc1nc(N)nc(SCCS(=O)(=O)c2ccc(Cl)cc2)c1C#N
 : -16	-0.9	-24%	·	-15	?	-2%	0%	-6%
Nc1ncnc(Oc2cccc(C(F)(F)F)c2)c1[N+](=O)[O-]
 : 3	0.1	-1%[0.307 µM]	-5	13	-2%[0.307 µM]	-4%	-13%	3%
CC[C@@H](NCCCn1cnc2c(SC)ncnc21)c1ccccc1
 : 3	-4.4	-16%	-1	-1	-20%	0%	-1%	-1%
COc1ccc2oc(C(=O)OCC(=O)NCCc3ccccc3)c(C)c2c1
 : 3	-0.5	-16%	-9	-7	-24%	5%	6%	8%
Fc1cccc(Cl)c1Cn1ncc2ccccc21
 : -4	-1.3	13%	1	5	3%	3%	9%	2%[57.1 µM]
CCCc1nnc(NC(=O)CN2CCOCC2)s1
 : -2	1.5	1%	·	4	12%	-1%	-10%	7%
CC(C)(C)C1CCC(C(=O)Nc2ccc(N3CCOCC3)cc2N2CCOCC2)CC1 (stereo unspecified)
 : 1	0.5	-1%	12	-8	8%	-9%	16%	-7%
COc1ccc(-n2cnnc2SCC(=O)NC2CCCc3ccccc32)cc1 (stereo unspecified)
 : -3	-1.9	-7%	0	-11	-24%	-15%	7%	-8%
CCOc1ccccc1C(=O)Nc1nnc(C(C)C)s1
 : -5	-3.3	1%	3	-20	0%	-6%	10%	-1%
O=c1c2ccccc2nc2sc3ccccc3n12
 : 6	-2.2	-11%	2	1	18%	-21%	4%	-11%
CCOC(=O)c1c(NC(=O)c2cccs2)sc2c1CCC2
 : 3	-0.5	-4%	·	3	10%	-6%	-3%	-5%[57.1 µM]
Cc1ccc(C)c(N2CCN(C(=O)c3ccc(CS(=O)Cc4ccc(Cl)cc4)o3)CC2)c1 (stereo unspecified)
 : 3	-1.0	-23%	17	-13	10µM*	-13%	-4%	-9%
COc1ccc(NC(=O)c2ccc(Cl)cc2)c[n+]1[O-]
 : -1	-1.7	-2%	4	-14	11%	-1%	-1%	4%
CCCCc1nnc2c(N(C)S(=O)(=O)c3ccc(C)cc3)nc3ccccc3n12
 : -1	-4.1	2%	0	-7	5%	-17%	10%	-6%
CCN(CC)S(=O)(=O)c1ccc(C)c(NC(=O)CNCCN(C(C)C)C(C)C)c1
 : -8	-0.9	13%	8	12	8%	-2%	-2%	2%
COc1ccc(C(=O)c2ccc(Cl)c([N+](=O)[O-])c2)cc1
 : -21	-1.0	5%	1	-27	?	-6%	-2%	-7%
COc1ccccc1CN1C(=O)C2CC=CCC2C1=O (stereo unspecified)
 : 2	-0.2	8%	·	20	0%	-5%	-2%	-3%
CCOC(=O)C[C@H]1c2ccccc2S(=O)(=O)N1Cc1cccc(C(F)(F)F)c1
 : 11	-1.1	-30%	8	-9	-9%	-7%	28%	-2%
Clc1ccc(-c2nnc3n2CCCCC3)cc1
 : 1	-1.5	10%	2	-21	2%	-4%	-2%	-7%
CC(C)N1CCC(N2CCN(Cc3ccc4nonc4c3)CC2CCO)CC1 (stereo unspecified)
 : 3	-2.5	1%	-3	-5	-8%	-13%	12%	-1%
Cc1ccc(NC(=O)c2cc(S(=O)(=O)N3CCCCC3)ccc2N2CCOCC2)c(C)c1
 : 0	-1.0	-6%	1	-3	9%	-17%	6%	-1%
Cc1ccc(CCNC(=O)C2CCCN(C(=O)c3cc4sccc4n3C)C2)cc1 (stereo unspecified)
 : -11	-2.9	-3%	·	-19	?	-9%	-1%	-1%
CCCc1nc2n[nH]c(N)c2c2c1CCCC2
 : -2	-1.7	-8%	1	5	144%[activator]	-2%	?	1%
CCc1ccccc1NC(=O)C1CCN(C(=O)N2CCOc3ccccc32)CC1
 : 0	1.6	-10%	-1	19	-15%	-14%	1%	-2%
COc1ccccc1C(=O)N/C(=C/c1ccc(Br)cc1)C(=O)N1CCOCC1
 : -4	-4.2	-3%	-3	18	18%	0%	-8%	14%
